# Compound activity (PubChem)
# TGFb inhibitor = inhibitors of TGF-b signaling. HepG2 CAGA-GFP TGF-b/SMAD3 reporter, GFP fluorescence, 18 h; TGF-beta stimulated, 500 pg/mL final. Potency, µM (top dose mostly 46.1 µM), for the others: at the highest dose activity, negative = inhibition, most hits filed as inhibitors. 410,000 tested, 1.2% active. AID 588855; further: on the % scale 0 is the no-effect control and ±100 the full control effect; nearly all actives have a fitted effect of over 65% in size
#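 Smad-responsive CAGA-GFP expression was quantified in HEPG2 cells exposed to compounds and 500 pg/mL final TGF-beta for 18 h at 37 degrees C; unstimulated wells defined full inhibition.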
# HepG2 tox = counter-screen for TGF-b inhibitors: cytotoxicity in HepG2 cells. HepG2 CAGA-GFP viability, ATP luminescence, 18 h. Potency, µM (doses to about 46.1 µM), inactives show at the top dose activity change, negative = cytotoxicity, most hits filed as cytotoxic. 410,000 tested, 0.76% active. AID 588856; further: some results filed as inactive show a strong effect at the top dose
#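 CellTiter-Glo luminescence gave cytotoxicity after 18 hours at 37 degrees C. The cells were HepG2 CAGA-GFP in 1% FBS DMEM, stimulated with 500 pg/mL TGF-beta after compound addition. %Activity was normalised to no-cell wells (complete cell-killing) and DMSO (no toxicity), and curves were fitted and classified.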
# Nrf2 activator = activators of Nrf2 (ARE) signaling; 410,000 tested, 0.31% active; AID 624171; Potency, µM (doses to about 46.1 µM), for inactives: top-dose activation, most hits filed as activators; AREc32 ARE-luciferase reporter (MCF7-derived line), luminescence, 24 h; further: % of control where 0% means no effect; nearly all actives have a fitted effect of over 65% in size
#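 Reporter line AREc32 (ARE-Fluc), seeded overnight in OPTI-MEM with 5% FBS; compound pin-transferred, 24 hr at 37 deg C, 5% CO2; luminescent read-out.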
# ATXN2 expr inh = ATXN2 expression inhibition | HEK-293 ATXN2-luciferase reporter, luminescence, 24 h | Potency, µM (series often up to 57 µM), for inactives: at the highest dose activity change, negative = inhibition, hits mostly inhibitors | AID 1745845 | 360,000 tested, 0.72% active; further: on the % scale 0 is the no-effect control and ±100 the full control effect; nearly all actives have a fitted effect of over 55% in size
#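 qHTS (up to 57 uM final) was run with 24 h compound exposure of reporter cells at 37 °C. Each well was multiplexed: SteadyGlo luminescence measured ATXN2-luciferase expression after a fluorogenic Gly-Phe-AFC viability readout (25 uM final).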
# Nrf2 block = blocks Nrf2 signaling. A549 ARE-Fluc reporter, luciferase luminescence, 18-24 h. Potency, µM (titrated, usually from 46 µM), for the others: top-dose activity change, negative = inhibition, most hits filed as inhibitors. 360,000 tested, 2.1% active. AID 504444; further: on the % scale 0 is the no-effect control and ±100 the full control effect; nearly all actives have a fitted effect of over 60% in size
#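 In this cell-based qHTS, ARE-driven firefly luciferase in A549 cells reports Nrf2 activity; the luminescent signal after BugLite lysis is the measured value, with a prior CellTiter-Fluor read for cell health.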
# ATXN viability = reduces viability in counter-screen for ATXN expression inhibitors. AID 651635. S2 cells (HEK-293 line with an ATXN2-luciferase reporter) viability, CellTiter-Fluor protease fluorescence, 24 h. Potency, µM (series often up to 56.7 µM), usual class: cytotoxic. 400,000 tested, 0.49% active; further: nearly all actives have a fitted effect of over 40% in size
# A549 tox = A549 cytotoxicity, counter-screen for Nrf2 inhibitors | A549 ARE-Fluc cells, CellTiter-Fluor viability, 18-24 h | 390,000 tested, 0.16% active | Potency, µM (highest dose often 46 µM), for inactives: at the top dose activity change, negative = cytotoxicity, usual class: inhibitors; further: on the % scale 0 is the no-effect control and ±100 the full control effect
#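 A549 ARE_Fluc cells in 5% FBS OPTI-MEM were exposed to compounds in concentration-response for 18-24 h at 37 deg C. Viability was read by CellTiter-Fluor fluorescence (Ex 405/Em 525) after 30 min, before the luciferase read.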
# MCF10A rereplic = inducers of DNA re-replication in MCF 10A breast cells; MCF 10A DNA re-replication, Hoechst nuclear intensity, 48 h; Potency, µM (titrated, usually from 46.1 µM), without a hit: at the highest dose activity, positive = re-replication, hits mostly activators; 350,000 tested, 2.9% active; AID 624296; further: % of control where 0% means no effect; nearly all actives have a fitted effect of over 50% in size
# EPAC2 antag = blocks human EPAC2 exchange factor; EPAC2 GEF exchange of Rap1B-BODIPY-GDP, fluorescence; AID 720708; Q8WZA2; 360,000 tested, 0.18% active; Potency, µM (top dose mostly 114 µM), inactives show top-dose activity, negative = inhibition, hits mostly inhibitors; further: on the % scale 0 is the no-effect control and ±100 the full control effect; nearly all actives have a fitted effect of over 45% in size; many of its hits are not listed in these tables
# Target sequence (Q8WZA2 whole entry, looked up): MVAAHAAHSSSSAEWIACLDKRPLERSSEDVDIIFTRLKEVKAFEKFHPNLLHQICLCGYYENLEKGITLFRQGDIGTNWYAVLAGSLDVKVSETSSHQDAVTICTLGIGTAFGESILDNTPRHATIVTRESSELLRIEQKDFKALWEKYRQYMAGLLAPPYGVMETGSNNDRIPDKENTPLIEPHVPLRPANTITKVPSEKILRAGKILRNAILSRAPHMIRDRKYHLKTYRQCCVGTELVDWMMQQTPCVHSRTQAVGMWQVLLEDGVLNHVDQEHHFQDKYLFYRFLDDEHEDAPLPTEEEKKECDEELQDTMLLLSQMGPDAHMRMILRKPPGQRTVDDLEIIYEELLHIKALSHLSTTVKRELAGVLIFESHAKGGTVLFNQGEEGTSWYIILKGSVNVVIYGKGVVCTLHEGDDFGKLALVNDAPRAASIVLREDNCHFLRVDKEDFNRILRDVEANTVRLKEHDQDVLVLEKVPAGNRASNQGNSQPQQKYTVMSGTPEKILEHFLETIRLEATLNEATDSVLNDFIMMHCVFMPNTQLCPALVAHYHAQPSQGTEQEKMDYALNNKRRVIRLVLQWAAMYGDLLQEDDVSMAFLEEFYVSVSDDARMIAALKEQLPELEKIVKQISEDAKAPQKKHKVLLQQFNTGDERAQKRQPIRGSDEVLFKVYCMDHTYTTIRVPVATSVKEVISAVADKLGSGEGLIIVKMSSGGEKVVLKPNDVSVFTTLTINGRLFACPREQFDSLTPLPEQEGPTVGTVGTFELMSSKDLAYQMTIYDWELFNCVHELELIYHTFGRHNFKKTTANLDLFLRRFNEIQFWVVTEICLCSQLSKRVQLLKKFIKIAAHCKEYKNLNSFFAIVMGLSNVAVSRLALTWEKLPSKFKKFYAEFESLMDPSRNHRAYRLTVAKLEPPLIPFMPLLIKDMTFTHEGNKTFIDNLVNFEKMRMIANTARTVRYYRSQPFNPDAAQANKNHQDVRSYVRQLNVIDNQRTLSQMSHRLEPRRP
# * marks the source's active call; other numbers are inactive results; i = inactive; ? = inconclusive; . = no result given; & = joins results of further samples; [ ] = remark or other dose. The call rests on the fitted dose curve; in most records, active means well fitted curve in the direction sought with a large enough effect; inconclusive means small, poorly fitted or top-dose-only effect, or another doubt; inactive means no such curve, though single readings can be large; an effect the other way counts as inactive or inconclusive. Potency means the concentration at half of the fitted maximal effect.
SMILES,TGFb inhibitor,HepG2 tox,Nrf2 activator,ATXN2 expr inh,Nrf2 block,ATXN viability,A549 tox,MCF10A rereplic,EPAC2 antag
N#Cc1c[nH]n2c(NC3CCCC3)c(-c3ccc(Br)cc3)nc12,-24%,-32%,3.3%,2%,?,i,-6%,.,.
N#CC(Nc1ccccc1)c1ccccc1OCc1ccccc1 (configuration not stated),-3%,-9%,0.4%,16%,1%,i,.,10%,-3%
CCN(CC(=O)Nc1ccc2c(c1)OCCO2)C(=O)CN1C(=O)NC(C)(c2ccc(C)cc2)C1=O (configuration not stated),0%,-16%,-0.7%,.,-6%,i,10%,6%,2%
Cc1nc(NC(=O)c2ccccc2[N+](=O)[O-])sc1C(=O)N(C)C,-64%,2%,-0.1%,-1%,9%,i,8%,2%,22%
CC(C)C(c1nnnn1Cc1ccc2c(c1)OCO2)N1CCN(C)CC1 (configuration not stated),?,5%,0.0%,3%,10%,i,?,7%,3%
O=c1[nH]c(Nc2ccc3c(c2)OCCO3)nnc1Cc1ccccc1,3%,7%,0.4%,-25%[11.3 µM],1%,?,0%,-5%,2%
Fc1ccc(-[n+]2nc(Nc3ccccc3)sc2-c2c(Cl)cccc2Cl)cc1,?,11µM*,8.0%,?,?,.,?,?,?
CCc1ccccc1NC(=O)c1cc(-c2ccc(Cl)s2)nc2ccccc12,-1%,-16%,0.7%,-3%,-3%,i,-1%,.,.
O=C(C1=C[C@H](c2ccc3c(c2)OCO3)C[C@H](OCc2ccc(CO)cc2)O1)N1CCOCC1,-6%,0%,-1.1%,1%,4%,i,-4%,-3%,4%
CCCOC(=O)C1=C(C)NC2=C(C(=O)CC(C)(C)C2)C1c1cccnc1 (configuration not stated),0%,28%,-0.3%,-17%[11.3 µM],-9%,.,-6%,-1%,-7%
Cc1ccc(NC(=O)C(Cc2ccccc2)NS(=O)(=O)c2ccc3c(c2)c(=O)n(C)c(=O)n3C)c(C)c1 (configuration not stated),?,-25%,-1.5%,3%,5%,i,-7%,.,.
CCOP(=O)(OCC)C(C#N)=C1SCN(c2ccccc2)CS1,-1%,-4%,0.5%,1%,?,?,3%,8%,2%
CCN(CC)C(=S)SCC(=O)Nc1ccc(S(N)(=O)=O)cc1,8%,-11%,-0.4%,-17%,-16%,i,?,?,13%
C#CCNC(=O)C1=C[C@@H](C2CC2)C[C@@H](OCc2ccc(CO)cc2)O1,-17%,-14%,-0.1%,4%,7%,i,-3%,-1%,8%
CC(NC(=O)c1ccco1)c1ccc(-n2ccnc2)cc1 (configuration not stated),1%,1%,1.7%,9%,7%,i,16%,0%,-5%
Cc1ccc(C(=O)C(C)OC(=O)Cc2n[nH]c(=O)c3ccccc23)cc1 (configuration not stated),-12%,-13%,0.0%,-12%,-10%,i,-5%,?,2%
O=C(OC1CCCCC1)c1cc2ccccc2oc1=O,1%,-8%,17%,37%[activator],-2%,i,-1%,-2%,-6%
CCN(CC)c1ccc(NC(=O)CCc2c(C)nc3ncnn3c2C)c(C)c1,7%,-10%,0.1%,3%,-5%,i,4%,.,.
CN1C(=O)C(C)(C)c2cc(S(=O)(=O)N3CCCC3C(=O)NCc3ccccc3Cl)ccc21 (configuration not stated),-2%,-4%,-0.4%,-1%,2%,i,6%,1%,-3%
O=C(O)CSCC(=O)N1CCN(c2ccnc3cc(Cl)ccc23)CC1,0%,-2%,-0.7%,2%,-7%,i,-9%,-2%,6%
COc1cccc(C(C(=O)NC(C)(C)C)N(C(=O)CCC(=O)Nc2cc(C)on2)C(C)C)c1OC (configuration not stated),-7%,-17%,4.4%,-5%,-15%,i,2%,1%,-2%
CCC(C(=O)O/N=C(\N)c1cccc(C)c1)c1ccccc1 (configuration not stated),3%,-26%,2.4%,23%,3%,i,-2%,-8%,-10%
CC1CN(C(=O)COC(=O)c2ccc(N)c([N+](=O)[O-])c2)CC(C)O1 (configuration not stated),4%,-74%,-0.4%,7%,?,?,-7%,-2%,-1%
Cc1nnc(NC(=O)CSc2ccccc2N)s1,7%,-17%,4.0%,.,?,i,12%,0%,-7%
O=C(O)c1ccc(Cn2cnc3cccnc32)cc1,15%&2%,3%&-1%,-0.2%&0.7%,8%&8%,7%,i,2%&-1%,-7%,-12%
SMILES,TGFb inhibitor,HepG2 tox,Nrf2 activator,ATXN2 expr inh,Nrf2 block,ATXN viability,A549 tox,MCF10A rereplic,EPAC2 antag
O=C(Nc1ccc(Cl)c(S(=O)(=O)N2CCOCC2)c1)c1cc2ccccc2oc1=O,-3%,0%,2.6%,20%,?,i,-1%,1%,9%
COc1ccc(N2CC(C(=O)NCCS(=O)(=O)N3CCN(c4ccccc4)CC3)CC2=O)cc1 (configuration not stated),8%&5%,-2%&10%,-0.9%&-0.7%,7%,11%,i,-2%&21%,1%,13%
Cn1c(=O)c2c(nc(Cl)n2CC(=O)NC2(C#N)CCCCC2)n(C)c1=O,-3%,-11%,-0.2%,-14%,10%,i,1%,0%,-2%
O=C1[C@H]2[C@@H](c3ccc(Cl)cc3)N3C(=O)N(c4cccc(F)c4)C(=O)[C@@]3(Cc3ccccc3)[C@H]2C(=O)N1C1CCCCC1,-18%,-3%,0.2%,3%,-3%,i,-2%,-30%[inhibitor],9%
Cc1ccc(S(=O)(=O)Nc2ccccc2F)cc1C(=O)NCCCN1CCCC1=O,9%,1%,-0.3%,4%,13%,i,-1%,0%,-7%
C/C(=N/NC(=O)c1nnn(-c2nonc2N)c1-c1ccccc1)c1ccncc1,6%,-16%,-0.4%,10%,-29%,i,0%,?,-2%
COc1ccc(S(=O)(=O)Nc2cccc(C(C)=O)c2)cc1Br,?,-40%,4.7%,-17%,?,i,2%,1%,-26%
COc1ccc(C)cc1S(=O)(=O)N(CC(=O)Nc1cccc([N+](=O)[O-])c1)c1ccc(C)c(C)c1,6%,4%,-0.3%,4%,-11%,?,-3%,7%,?
CCCCCN1CC(=O)N2C(C)c3[nH]c4ccccc4c3C[C@H]2C1=O (some centres not stated),?,-19%,0.1%,.,-29%,i,0%,-10%,-3%
O=C(N/N=C/c1ccc2c(c1)OCO2)c1ccc(NC(=O)c2ccccc2Cl)cc1,-16%,-37%,2.3%,0%,?,i,2%,?,5%
O=C(c1ccco1)N1CCCC(N2CCN(c3cccc(C(F)(F)F)c3)CC2)C1 (configuration not stated),0%,-28%,-0.2%,-39%,?,i,-9%,5%,-17%
Cc1ccc([C@@H]2[C@@H]3C(=O)N(c4ccccc4)C(=O)[C@@H]3[C@]3(C)C(=O)N(CC4CC4)CC(=O)N23)o1,31%[activator],10%,2.2%,3%,5%,i,7%,18%,9%
CCN(CC)CCCn1c2c(c(SCC(=O)Nc3ccc(C)c(F)c3)nc1=O)CCC2,0%,-42%,0.7%,-2%,6%,i,-11%,5%,10%
NS(=O)(=O)c1ccc(N=C2C(=O)Nc3ccccc32)cc1,0%,7%,11%,-7%,5%,i,-2%,11%,-3%
CC(=O)Nc1ccc(NC(=O)C(C)Oc2ccc(Cl)cc2Cl)cc1 (configuration not stated),-7%,-19%,0.7%,.,12%,i,24%,2%,10%[57.1 µM]
COc1ccccc1C/C(N)=N/OC(=O)/C=C/c1ccccc1,17%,-8%,24%,.,1%,i,-8%,0%,-7%
Cc1cc(C)c(C#N)c(SCC(=O)c2cccs2)n1,0%,0%,?,34%,13%,i,6%,11%,7%
COc1ccc(CCNC(=O)C(=O)NCC(c2ccco2)S(=O)(=O)c2cccs2)cc1OC (configuration not stated),1%,-1%,0.1%,.,.,.,-3%,.,.
c1ccc(CCNc2nc(-c3ccccn3)cs2)cc1,-15%,-19%,0.1%,53%[activator],17%,i,0%,-4%,6%
Cc1cc2oc(C(=O)Nc3c(C)n(C)n(-c4ccccc4)c3=O)c(C)c2cc1C,11%,-41%,-0.6%,-26%,.,i,-4%,4%,-4%
O=C(CC1Sc2ccccc2NC1=O)Nc1ccccc1[N+](=O)[O-] (configuration not stated),3%,-8%,3.9%,4%,0%,i,10%,9%,0%

# Ordered by count of non-hydrogen atoms (lowest first): part of the list above.
SMILES,TGFb inhibitor,HepG2 tox,Nrf2 activator,ATXN2 expr inh,Nrf2 block,ATXN viability,A549 tox,MCF10A rereplic,EPAC2 antag
c1ccc(CCNc2nc(-c3ccccn3)cs2)cc1,-15%,-19%,0.1%,53%[activator],17%,i,0%,-4%,6%
NS(=O)(=O)c1ccc(N=C2C(=O)Nc3ccccc32)cc1,0%,7%,11%,-7%,5%,i,-2%,11%,-3%
COc1ccc(S(=O)(=O)Nc2cccc(C(C)=O)c2)cc1Br,?,-40%,4.7%,-17%,?,i,2%,1%,-26%
O=C(CC1Sc2ccccc2NC1=O)Nc1ccccc1[N+](=O)[O-] (configuration not stated),3%,-8%,3.9%,4%,0%,i,10%,9%,0%
CCCCCN1CC(=O)N2C(C)c3[nH]c4ccccc4c3C[C@H]2C1=O (some centres not stated),?,-19%,0.1%,.,-29%,i,0%,-10%,-3%
Cc1cc2oc(C(=O)Nc3c(C)n(C)n(-c4ccccc4)c3=O)c(C)c2cc1C,11%,-41%,-0.6%,-26%,.,i,-4%,4%,-4%
Cc1ccc(S(=O)(=O)Nc2ccccc2F)cc1C(=O)NCCCN1CCCC1=O,9%,1%,-0.3%,4%,13%,i,-1%,0%,-7%
CCN(CC)CCCn1c2c(c(SCC(=O)Nc3ccc(C)c(F)c3)nc1=O)CCC2,0%,-42%,0.7%,-2%,6%,i,-11%,5%,10%
Cc1ccc([C@@H]2[C@@H]3C(=O)N(c4ccccc4)C(=O)[C@@H]3[C@]3(C)C(=O)N(CC4CC4)CC(=O)N23)o1,31%[activator],10%,2.2%,3%,5%,i,7%,18%,9%
COc1ccc(N2CC(C(=O)NCCS(=O)(=O)N3CCN(c4ccccc4)CC3)CC2=O)cc1 (configuration not stated),8%&5%,-2%&10%,-0.9%&-0.7%,7%,11%,i,-2%&21%,1%,13%
O=C1[C@H]2[C@@H](c3ccc(Cl)cc3)N3C(=O)N(c4cccc(F)c4)C(=O)[C@@]3(Cc3ccccc3)[C@H]2C(=O)N1C1CCCCC1,-18%,-3%,0.2%,3%,-3%,i,-2%,-30%[inhibitor],9%

# Some of the compounds tested; count on the stated rates, not on these rows.
